Screening data: PubChem BioAssay, several laboratories
PDI inh – inhibitors of human PDI, primary screen, biochemical, turbidity, single point, plate reader. inhibition, % at 10 µM. 0.052% of 350,000 active. PDI insulin aggregation turbidity, A650, 90 min;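 active means mean inhibition across replicates of 30% or more, whatever share of single replicates reach that level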;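 further: absorbance from insulin aggregation driven by PDI reduction with DTT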
Target sequence (P07237 whole entry, looked up): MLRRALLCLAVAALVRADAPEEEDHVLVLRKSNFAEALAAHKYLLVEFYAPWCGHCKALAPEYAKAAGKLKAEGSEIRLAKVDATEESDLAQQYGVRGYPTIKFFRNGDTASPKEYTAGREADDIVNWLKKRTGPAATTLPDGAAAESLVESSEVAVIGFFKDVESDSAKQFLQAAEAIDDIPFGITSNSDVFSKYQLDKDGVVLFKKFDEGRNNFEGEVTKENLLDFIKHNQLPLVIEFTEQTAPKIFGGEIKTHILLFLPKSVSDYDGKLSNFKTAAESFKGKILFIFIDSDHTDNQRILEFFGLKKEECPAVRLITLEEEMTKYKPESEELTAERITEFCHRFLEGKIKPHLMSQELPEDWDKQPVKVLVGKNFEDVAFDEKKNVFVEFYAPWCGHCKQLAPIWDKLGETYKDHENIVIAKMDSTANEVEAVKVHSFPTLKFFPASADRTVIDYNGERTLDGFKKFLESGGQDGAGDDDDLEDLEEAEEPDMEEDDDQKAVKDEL
MC4R antagonist – MC4R antagonists of cAMP signaling, primary screen, cell-based, TR-FRET, antagonist arm of biased-ligand search; inhibition, % at 6.5 µM; 0.48% of 360,000 active; AID 540295, 2011; Melanocortin receptor 4 (Homo sapiens), P32245; MC4R-expressing cells, MTII-stimulated cAMP, LANCE TR-FRET;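 active means inhibition above its plate's cutoff, the mean of tested wells on that plate plus 3 SD, cut at about 29% in these data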;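 further: 0% = Melanotan II alone and 100% = Melanotan II plus saturating MCL0020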
Target sequence (P32245 whole entry, looked up): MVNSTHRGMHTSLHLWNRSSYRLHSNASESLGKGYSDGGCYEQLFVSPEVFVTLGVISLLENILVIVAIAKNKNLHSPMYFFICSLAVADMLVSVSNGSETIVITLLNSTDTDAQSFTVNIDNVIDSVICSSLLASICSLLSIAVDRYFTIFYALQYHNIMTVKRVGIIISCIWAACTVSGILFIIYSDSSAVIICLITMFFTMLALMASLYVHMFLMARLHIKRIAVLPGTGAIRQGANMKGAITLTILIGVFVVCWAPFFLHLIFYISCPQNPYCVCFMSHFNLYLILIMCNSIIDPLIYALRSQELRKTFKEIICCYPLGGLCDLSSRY
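Assay system: U2OS cells stably expressing human melanocortin 4 receptor (MC4R) / Dosing: 6.5 µM / Timing: compound 30 min, challenge 1 h, detection 1 h / Measured by: Eu-cAMP/anti-cAMP TR-FRET, emission 671 nm / Replicates: singlicate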
H9c2 protect – cardioprotection against H2O2-induced cell death, primary screen, uHTS, H9c2 cells, ATPLite luminescence; protection from H2O2 cell death, % at 20 µM; H9c2 cardiomyocytes, H2O2 injury protection, 2 h; AID 588492, 2011; 0.63% of 360,000 active;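 active means compounds giving at least 50% protection of heart cells from peroxide-induced death in the single-dose screen, raw or plate-pattern-corrected value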;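 further: 0% = DMSO wells with peroxide and 100% = DMSO wells without peroxide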
ABCB6 inh 2 – ABCB6 transporter inhibitors, primary screen, K562-ABCB6 cells, flow cytometry, MLPCN library. AID 602162, 2011. ATP-binding cassette sub-family B member 6 (Homo sapiens), Q9NP58. K562-ABCB6 porphyrin accumulation, 1 h; hits give low values. 0.19% of 360,000 active. fluorescence ratio to DMSO, % at 10 µM;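 active means fluorescence ratio to DMSO below 75%, the collection mean minus 3 SD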;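 further: signal is porphyrin accumulated inside mitochondria; 100% equals median channel fluorescence of DMSO control wells; lower ratio means ABCB6 inhibition with less porphyrin fluorescence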
MC4R barr agon – MC4R agonists recruiting beta-arrestin, primary screen, cell-based, luminescence, agonist arm of biased-ligand search | activation, % at 8.9 µM | U2OS MC4R beta-arrestin complementation; percent of melanotan II response, DMSO zero | 0.98% of 360,000 active | Melanocortin receptor 4 (Homo sapiens), P32245;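 active means activation above a per-plate cutoff, the mean activation of sample wells on that plate plus 3 SD, cut at about 8% in these data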
CaV13 FRET inh – Primary screen for inhibitors of IQ motif and Ca2+-dependent inactivation inhibitor domain binding in CACNA1D, Förster resonance energy transfer in living cells, …. HEK cells, CFP/YFP FRET ICDI-IQ, plate reader, 10 min; percent FRET-ratio fall versus neutral wells. inhibition, % at 12.3 µM. 0.098% of 340,000 active;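 active means mean replicate inhibition of at least 30% and at least 1% of replicates passing that level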;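 further: 0% = median of the neutral control wells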
Granule exo inh – LAMP-1 surface exposure blockers, TALL-104 cells – cell-based, flow cytometry, MLPCN library, primary screen; inhibition, % at 10 µM; 0.66% of 360,000 active; TALL-104 LAMP-1 surface exposure; cells stimulated with thapsigargin and PMA;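 active means inhibition above about 55%, limit read from the data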
ABHD5-PLIN5 inh – ABHD5-PLIN5 interaction inhibitors, primary screen, cell lysate, split luciferase complementation, luminescence; Split G. princeps luciferase complementation, 4 h; inhibition, % at 4 µM; 0.78% of 360,000 active; AID 602281, 2012;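 active means inhibition above the mean inhibition across every tested compound plus 3 SD, cut at about 22% in these data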;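 further: 0% = DMSO only wells and the 100% control is not disclosed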
HTR2A ag – mouse Htr2a agonists via beta-arrestin recruitment, primary screen, cell-based, luminescence. 5-hydroxytryptamine receptor 2A (Mus musculus), P35363. CHO-K1 mHTR2A beta-arrestin complementation; percent of 30 µM serotonin response. activation, % at 7.6 µM. 0.66% of 360,000 active;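 active means activation above a run cutoff, the mean activation of all tested compounds plus 3 SD, cut at about 14% in these data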;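 further: 0% = plate median of compound wells and 100% = 30 µM serotonin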
N-glyco inh – increase of ERlucT glycosylation luciferase signal, primary screen, N-linked glycosylation inhibitor project, D54 ERlucT cells, luminescence, set 2; D54 ERlucT glycosylation luciferase reporter, 24 h; percent of 100 nM tunicamycin response; reporter increase, % at 12.5 µM; 0.23% of 360,000 active; AID 588692, 2011;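 active means mean luciferase reporter signal, scaled so untreated is 0 and the glycosylation-blocking control 100, at or above a set limit in every replicate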;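 further: luciferase carries N-glycosylation sites so blocking glycosylation raises the light; 0% = median of neutral control wells and 100% = median of 100 nM tunicamycin wells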
An asterisk follows results filed as active; nt = no result given.

SMILES	PDI inh	MC4R antagonist	H9c2 protect	ABCB6 inh 2	MC4R barr agon	CaV13 FRET inh	Granule exo inh	ABHD5-PLIN5 inh	HTR2A ag	N-glyco inh
CCN(C(=O)CSc1nc2c(cnn2-c2ccccc2)c(=O)[nH]1)C1CCS(=O)(=O)C1 (centres undefined)	-0.1	-1.7	1.6	105.0	-2.8	-1.7	1.2	4.3	2.2	2.8
Cc1ccc(NC(=O)CCn2c(=O)c3cccn3c3ccccc32)cc1C	-6.5	-2.2	0.4	104.0	-0.5	-15.2	16.7	-8.3	-10.7	-0.5
O=c1[nH]c(C2CCCN(S(=O)(=O)Cc3ccccc3)C2)nc2c1nnn2Cc1cccc(Cl)c1 (centres undefined)	10.8	-73.9	10.2	90.0	-1.3	-4.8	38.9	-2.1	-2.8	-0.6
COc1cccc(CN2CCC(Oc3ccc(C(=O)N4CCCCC4)cc3)CC2)c1O	-10.0	3.2	-0.1	100.0	-3.2	-2.0	1.4	-3.6	-2.2	0.1
CCn1nc(NS(=O)(=O)c2ccccc2[N+](=O)[O-])c2cc3ccc(C)cc3nc21	10.4	0.2	-4.5	97.0	-1.4	nt	0.8	1.1	5.3	1.4
O=C(NC(=S)NCc1cccnc1)c1cc2ccccc2o1	-1.4	9.0	-2.7	90.0	0.7	-4.7	2.8	-2.1	-4.0	-0.9
CO/N=C(/C(=O)N[C@@H]1C(=O)N2C(C(=O)O)=CCS[C@H]12)c1cnc(N)s1	-1.6	3.5	2.5	107.0	-0.3	nt	-0.1	-9.9	2.8	-1.3
C/C(=N\NC(=O)CC1N=C(Cc2ccccc2)NNC1=O)c1ccc(Br)cc1 (centres undefined)	6.2	1.8	-1.0	100.0	-2.7	-4.9	-4.8	1.5	-0.3	7.4
CCOc1ccc(-c2cc(C(=O)NCc3ccc(F)cc3)[nH]n2)c(C)c1	-4.2	0.7	-4.2	91.0	0.4	-9.4	-8.2	-8.8	-7.0	-0.8
Cc1ccc(N(CC(=O)NC2CCCCC2)C(=O)CCC(=O)Nc2nccs2)cc1	12.6	14.7	4.4	99.0	-1.9	-4.1	-2.7	-3.6	2.2	-0.4
Cc1cccc2sc(NC(=O)c3cc(S(=O)(=O)N(C)C)ccc3N3CCCC3)nc12	8.3	16.6	1.0	108.0	-2.1	-4.9	4.1	1.4	0.7	86.5*
CC(NC(=O)c1ccc(Cl)cc1)C1CC2CCC1C2 (centres undefined)	-18.3	-3.9	-1.2	96.0	0.7	-20.4	-3.2	0.3	1.0	0.2
CN1CCN(c2cc(=O)n(C3CCCCC3)c(=O)[nH]2)CC1	nt	-7.0	-6.0	95.0	0.9	-6.4	3.7	-0.2	10.3	1.1
Nc1c(Cl)cc(-c2csc(NCCc3nc4cc(Cl)c(Cl)cc4n3CCCO)n2)cc1Cl	6.1	11.3	0.5	105.0	-0.6	-5.2	13.5	6.2	-7.4	3.0
C=CCOc1ccccc1/C=N/NC(=O)c1ccc(Cl)cc1Cl	5.6	2.3	-6.2	97.0	-2.7	-3.0	-3.7	-5.1	-8.2	1.2
Cc1ccc(-n2ncc3c(NCCCn4ccnc4)ncnc32)c(C)c1	15.1	3.4	12.3	95.0	-0.5	-6.2	4.7	3.3	3.0	-0.1
O=C(O)c1cc(NC(=O)c2cccc(F)c2)cc(NC(=O)c2cccc(F)c2)c1	-5.4	3.7	-1.9	103.0	-1.6	-2.2	1.8	-1.1	4.0	1.2
O=C(O)C1SCCN1S(=O)(=O)c1ccc(N=NN2CCOCC2)cc1 (centres undefined)	-5.7	-8.7	11.8	99.0	8.1	-2.5	-2.4	8.5	1.5	-2.7
CN1CCc2ccccc2C1Cc1ccccc1NC(=O)c1sc2ccccc2c1Cl (centres undefined)	-5.3	1.9	-18.2	95.0	-0.7	-3.0	33.3	2.6	-5.9	-6.7
Cc1cc(NC(=O)COc2ccccc2C)ccc1NC(=O)c1cccs1	12.7	-3.2	0.4	94.0	-0.6	-2.1	-5.4	3.8	4.2	0.5
CCCCCN(C(=O)CCC(=O)OCC(=O)N(CC)C1CCCCC1)c1c(N)n(CCCC)c(=O)[nH]c1=O	-0.7	2.2	-1.6	98.0	-0.8	-6.3	30.4	-6.6	-0.1	-2.2
CCCC(=O)N1CCCC1(C)C(=O)Nc1ccc2nc(C)ccc2c1 (centres undefined)	-2.5	5.6	2.3	94.0	-1.9	-10.3	1.6	-0.7	1.6	2.3
CSc1c(SCc2ccccc2)cnn(-c2ccccc2)c1=O	5.5	0.1	-10.6	97.0	1.8	-3.1	-1.5	7.2	-3.6	-5.2
CCC1Nc2ncnc(N3CCN(c4ccccn4)CC3)c2N(Cc2ccc(Cl)cc2)C1=O (centres undefined)	-1.6	4.8	19.4	96.0	-7.4	-10.0	-4.3	-1.1	-41.7	1.3
Cc1ccsc1C(=O)OCC(=O)N1CCOCC1	-0.6	-0.3	5.4	91.0	-2.3	-3.9	7.6	-3.3	0.9	-1.4
Continued:
SMILES	PDI inh	MC4R antagonist	H9c2 protect	ABCB6 inh 2	MC4R barr agon	CaV13 FRET inh	Granule exo inh	ABHD5-PLIN5 inh	HTR2A ag	N-glyco inh
CCc1cccc(NC(=O)CCC(=O)N2CCSc3ccccc32)c1	nt	6.9	25.5	97.0	2.5	-2.7	7.7	-0.4	3.0	-0.7
O=[N+]([O-])c1ccc(Oc2ccc(S(=O)(=O)N3CCOCC3)cc2)cc1	-12.5	9.2	-3.1	97.0	-0.1	-4.4	-9.1	-5.7	-1.1	-2.4
S=C(NCc1ccco1)N1CCC(c2nc3ccccc3o2)CC1	-1.2	4.2	-6.1	94.0	-2.5	1.4	-4.9	-2.1	1.1	-1.8
CCOc1ccc(N(CC(=O)N2CCN(c3ccccc3F)CC2)S(=O)(=O)c2c(C)noc2C)cc1	3.7	14.7	1.1	94.0	-1.8	-14.2	19.3	-5.5	-3.3	1.4
COCCCNC(=O)c1cccn2c(=O)c3cc4ccccc4cc3nc12	3.3	-11.6	43.6	106.0	9.1*	-9.6	21.9	3.7	-1.6	19.8
CCn1nc(C(=O)Nc2ccc(Cl)c(S(=O)(=O)N3CCOCC3)c2)c2ccccc2c1=O	-2.8	2.0	16.8	90.0	-4.1	-6.0	-4.9	3.0	1.2	-2.0
CCOCCc1c(O)nc(SC)[nH]c1=O	17.4	7.1	0.8	100.0	-2.1	-5.1	-5.9	1.9	3.0	0.4
COc1ccc(-n2ncc3c(N4CCCc5ccccc54)ncnc32)cc1	-4.8	2.4	-11.4	92.0	-1.1	-7.9	0.0	-3.3	2.8	-13.4
Cc1ccc(S(=O)(=O)c2nnn3c2nc(N2CCN(c4ccccn4)CC2)c2ccccc23)cc1C	-7.5	5.8	3.3	96.0	-4.0	-12.9	8.3	6.5	2.4	-5.4
C=C(C)c1cccc(C(C)(C)NC(=O)N2CCN(C/C=C/c3ccccc3)CC2)c1	13.3	6.9	-13.8	91.0	-0.4	nt	4.0	0.0	-3.9	-5.0
COC(=O)c1ccc(=O)n(Cc2ccco2)c1	3.9	1.1	-2.7	99.0	-0.5	-4.8	0.8	15.2	-3.5	2.2
CCOC(=O)c1c(C)[nH]c(C)c1C(=O)CN1C(=O)NC2(CCC(C)CC2)C1=O (centres undefined)	-4.9	4.2	2.4	102.0	1.4	nt	-1.5	-3.8	10.5	6.8
COCCOC(=O)C1=C(C)NC(=O)NC1c1c(OC)ncnc1OC (centres undefined)	-2.2	-0.3	1.1	103.0	-0.1	-5.0	-0.2	-5.8	0.4	1.3
COc1ccc(Cl)cc1-c1cc(C(=O)NCc2cccc(Cl)c2)[nH]n1	6.8	1.7	8.5	101.0	1.0	-3.4	4.4	-3.8	-5.3	1.0
Cc1ccc(N2CC(C(=O)N3CCC4(CC3)CC(=O)c3ccccc3O4)CC2=O)cc1 (centres undefined)	-0.4	19.1	2.8	99.0	-0.2	-5.5	-12.9	6.8	-2.0	0.3
CCOC(=O)C1=C(C)NC2=C(C(=O)C(C(=O)OCC)C(c3cccc(OC)c3)C2)C1c1ccccn1 (centres undefined)	1.2	4.8	9.8	98.0	0.0	nt	-4.6	-5.6	5.5	0.9
CCN1C(=O)[C@H]2[C@@H](c3ccc(C(F)(F)F)cc3)N[C@]3(CCCN(Cc4ccc(F)cc4)C3=O)[C@H]2C1=O	-2.2	17.7	-8.1	101.0	-0.2	-1.4	-0.6	-8.9	-3.8	-2.9
CCCC(=O)Nc1ccc(S(=O)(=O)Nc2cc(OC)ncn2)cc1	-3.9	16.7	-2.0	98.0	0.7	nt	-0.1	-1.6	3.2	-0.5
Cc1ccc(S(=O)(=O)N2CCC(C(=O)OC(C)C(=O)NC3CCCCC3C)CC2)cc1 (centres undefined)	1.8	0.4	-2.8	100.0	-3.0	-6.0	7.7	-10.7	3.2	-1.8
CNc1nc(NCc2ccc(C)cc2C)c2sccc2n1	6.5	-1.9	-7.0	106.0	3.1	-5.3	-8.6	16.1	-6.5	-2.4
O=C1CN(S(=O)(=O)c2ccc([N+](=O)[O-])cc2)CC(=O)N1	-5.4	10.6	-5.6	102.0	1.7	-2.4	-12.5	5.9	2.5	1.7
COc1ccccc1NC(=S)NC(=O)C(C)C	-4.9	2.9	-3.7	105.0	0.8	-8.4	1.2	-4.4	-0.9	-0.6
N#C/C(=C\c1cc2ccccc2nc1N1CCOCC1)C(=O)Nc1ccc(N2CCOCC2)cc1	-2.6	5.0	35.6	91.0	1.7	-4.8	3.7	2.7	1.5	-2.4
Cc1ccc(NC(=S)NC(=O)c2cncc(Br)c2)cc1Cl	-7.9	11.7	-4.5	95.0	-0.8	-3.0	-6.8	-8.1	-3.8	0.5
COCCN1C(=O)c2oc3ccccc3c(=O)c2C1c1ccc(OC)c(OC)c1 (centres undefined)	nt	5.7	8.6	96.0	0.2	-2.5	-1.1	7.9	1.4	-0.4
Clc1ccccc1Nc1ncnc2c1nnn2Cc1ccccc1	-12.6	1.7	-6.7	97.0	-1.7	-6.8	-2.8	-8.8	-2.6	2.9

Compounds listed so far containing bromine (two):
SMILES	PDI inh	MC4R antagonist	H9c2 protect	ABCB6 inh 2	MC4R barr agon	CaV13 FRET inh	Granule exo inh	ABHD5-PLIN5 inh	HTR2A ag	N-glyco inh
C/C(=N\NC(=O)CC1N=C(Cc2ccccc2)NNC1=O)c1ccc(Br)cc1 (centres undefined)	6.2	1.8	-1.0	100.0	-2.7	-4.9	-4.8	1.5	-0.3	7.4
Cc1ccc(NC(=S)NC(=O)c2cncc(Br)c2)cc1Cl	-7.9	11.7	-4.5	95.0	-0.8	-3.0	-6.8	-8.1	-3.8	0.5

No enrichment for hits; about 4.2% have a hit in one of these screens.
